TDP2 absorb: blocks human TDP2 phosphodiesterase activity. 370,000 compounds, 0.34% hits. O95551. recombinant TDP2, T5PNP hydrolysis, p-nitrophenol absorbance 415 nm. inhibition, % at 12.8 µM;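 active means inhibition above the mean of all tested compounds plus 3 SD, set per campaign, cut at about 25% in these data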;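 further: 0% = DMSO with enzyme and 100% = buffer with substrate but no TDP2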
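System – recombinant human TDP2 · Amount – 120 nM TDP2 per well · Buffer or medium – Mg2+-containing Tris-HCl buffer, pH 7.5 · Reagent – T5PNP substrate, 5 mM · Dosing – 12.8 µM single point, 1% DMSO · Incubation – 2 h at 37 °C · Measured by – epi absorbance · Read-out basis – percent inhibition · Benchmarks – high control without enzyme, low control DMSO plus TDP2 · Repeats – singlicate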
LEDGF integ inh: blocks HIV-1 LEDGF/p75-dependent DNA integration; 370,000 compounds, 0.64% hits; inhibition, % at 3.7 µM; TR-FRET IN-LEDGF/p75 DNA integration, Eu/Cy5; AID 743269;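 active means inhibition above the screen-wide mean plus 3 SD, cut at about 13% in these data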;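 further: signal is the Cy5 over europium emission ratio at 671 and 618 nm; 0% = plate median of compound wells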
ARFGAP1 inh: inhibitors of rat ARFGAP1 | Q62848 | Arfgap1-stimulated ARF1 GTP hydrolysis, GDP FP detection | inhibition, % at 16.5 µM | 360,000 compounds, 0.26% hits | AID 651572;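 active means inhibition above a per-plate limit, mean inhibition of low control wells plus 3 SD, cut at about 25% in these data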;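 further: 0% = DMSO wells with enzyme and 100% = wells lacking Arfgap1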
Target sequence (Q62848 1-136 limits assumed): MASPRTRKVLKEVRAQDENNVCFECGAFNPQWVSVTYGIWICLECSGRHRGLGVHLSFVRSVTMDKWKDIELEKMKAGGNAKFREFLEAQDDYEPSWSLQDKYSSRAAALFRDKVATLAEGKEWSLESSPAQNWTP
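material = rat Arfgap1 catalytic domain, aa 1-136 | also added = human ARF1(Δ1-17)-GTP substrate | compound dosing = one concentration, 16.5 µM, DMSO 1.26% | times = GTP hydrolysis reaction 2 h at 25 °C | measured by = FP, GDP Alexa 633 tracer displaced from anti-GDP antibody, 620/688 nm | evaluation = percent inhibition of Arfgap1-stimulated GTP hydrolysis | replication = single well per compound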
ADAM10 inh: ADAM10 inhibition, QFRET primary screen; O14672; recombinant ADAM10, EDANS/DABCYL FRET peptide cleavage, 3 h; inhibition, % at 7 µM; 370,000 compounds, 0.62% hits;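 active means inhibition above a per-campaign cutoff equal to the mean of compounds falling between control-based bounds plus 3 SD, cut at about 20% in these data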;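 further: 0% = DMSO wells while the 100% control is not disclosed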
PLC-gamma1 inh: inhibitors of human phospholipase C gamma1. P19174. purified PLC-gamma1, fluorogenic substrate, fluorescence. inhibition, % at 12.2 µM. 370,000 compounds, 0.84% hits. AID 720700; in the data active means inhibition above about 9.5%
Tn6 DDE FP: disrupts Tn6 cyclic peptide binding to fibrin D-Dimer-E complex; Fibrin DD(E) TRITC-Tn6 fluorescence polarization displacement; P02675; 370,000 compounds, 0.21% hits; inhibition, % at 8.3 µM;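 active means inhibition above a per-campaign cutoff: mean of compounds within control limits plus 3 SD, cut at about 15% in these data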;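 further: 0% = median of all compound wells on the plate and 100% = blocking peptide control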
Target sequence (P02675 whole entry, looked up): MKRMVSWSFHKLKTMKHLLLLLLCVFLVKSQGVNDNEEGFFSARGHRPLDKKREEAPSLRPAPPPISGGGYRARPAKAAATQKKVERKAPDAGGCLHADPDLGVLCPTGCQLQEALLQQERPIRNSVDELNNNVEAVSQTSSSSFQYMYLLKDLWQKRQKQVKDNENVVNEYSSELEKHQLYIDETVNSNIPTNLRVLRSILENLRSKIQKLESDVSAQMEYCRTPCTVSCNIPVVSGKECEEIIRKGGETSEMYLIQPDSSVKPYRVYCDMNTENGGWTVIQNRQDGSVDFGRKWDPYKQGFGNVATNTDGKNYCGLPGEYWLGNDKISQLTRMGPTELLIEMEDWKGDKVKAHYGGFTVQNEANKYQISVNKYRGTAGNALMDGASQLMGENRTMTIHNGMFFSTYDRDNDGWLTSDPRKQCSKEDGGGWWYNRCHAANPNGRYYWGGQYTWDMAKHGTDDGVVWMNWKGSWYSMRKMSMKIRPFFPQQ
DDE Tn7 FP inh: disrupts Tn7 cyclic peptide binding to fibrin D-Dimer-E complex | P02675 | FP displacement of FITC-Tn7 peptide from fibrin DD(E); 0% = median of compound wells per plate | inhibition, % at 8.3 µM | 370,000 compounds, 0.13% hits;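 active means inhibition above the mean of compounds falling within the control limits plus 3 SD of them, cut at about 14% in these data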;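 further: 0% = plate median of compound wells and 100% = 10 µM Aha-Tn7 peptide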
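Assay system: human fibrin DD(E) protein / Input: 2 µM fibrin DD(E) / Benchmarks: high control of 10 µM Aha-Tn7 peptide / Measured by: fluorescence polarization of the labelled Tn7 tracer / Medium: Tris buffer with calcium and detergent, pH 7.8 / Timing: 10 min compound pre-incubation, 3 h probe incubation at room temperature / Repeats: one replicate per compound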
KLK7 zymogen act: activators of human kallikrein-7 zymogen; activation, % at 7 µM; purified proKLK7, EDANS-DABCYL substrate fluorescence; 100% is mature enzyme control, 0% vehicle; P49862; AID 652039; 370,000 compounds, 0.9% hits;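 active means activation above the mean of all tested compounds plus 3 SD, computed per campaign excluding outliers beyond control limits, cut at about 13% in these data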
ASAP1 inh: inhibitors of human ASAP1 ArfGAP activity; 360,000 compounds, 0.19% hits; inhibition, % at 16.5 µM; ASAP1-stimulated ARF1 GTP hydrolysis, GDP FP detection; in the data active means inhibition above about 25%;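 further: 0% = vehicle with enzyme and substrate and 100% = no enzyme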
Target sequence (Q9ULH1 325-724 limits assumed): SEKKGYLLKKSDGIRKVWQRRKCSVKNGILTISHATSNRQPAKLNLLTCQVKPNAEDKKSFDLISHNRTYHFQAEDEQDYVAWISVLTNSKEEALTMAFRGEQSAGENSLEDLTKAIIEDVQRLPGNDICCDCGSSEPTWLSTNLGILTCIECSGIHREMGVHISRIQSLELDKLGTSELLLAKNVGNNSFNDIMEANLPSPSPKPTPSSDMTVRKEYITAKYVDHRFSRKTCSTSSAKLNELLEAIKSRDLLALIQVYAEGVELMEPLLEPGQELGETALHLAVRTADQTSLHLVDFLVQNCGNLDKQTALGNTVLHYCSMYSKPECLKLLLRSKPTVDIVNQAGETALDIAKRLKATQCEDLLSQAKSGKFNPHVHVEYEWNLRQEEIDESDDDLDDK
ADAM17 inh: ADAM17 inhibition, QFRET primary screen | 370,000 compounds, 0.83% hits | AID 720648 | recombinant ADAM17, EDANS/DABCYL FRET peptide cleavage | inhibition, % at 6.95 µM | P78536;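 active means inhibition above the mean of compounds lying between control limits plus 3 SD, set per campaign, cut at about 8.5% in these data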;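 further: 0% = DMSO-only wells as the low control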
* = called active by the depositor; i = inactive; . = not tested or not shown. An unsorted share of the library, and some 4.2% of all compounds hit somewhere here.

ARFGAP1 inh	DDE Tn7 FP inh	ASAP1 inh	PLC-gamma1 inh	Tn6 DDE FP	KLK7 zymogen act	ADAM10 inh	ADAM17 inh	TDP2 absorb	LEDGF integ inh	mol
-8	4	-14	-1	4	-0.3	4	-4	2	-1	COc1ccc([N+](=O)[O-])cc1NS(=O)(=O)c1ccc(Cl)c(C(=O)Nc2sc3c(c2C#N)CCCCC3)c1
-6	-2	8	0	5	-0.1	-4	-3	-3	0	O=C(N/N=C1\CC(c2ccccc2)Oc2ccccc21)c1ccccn1 (stereo not drawn)
8	-1	2	-10	-8	-0.6	-24	-14	21	7	COc1cccc(-c2[nH]nc3c2C(c2ccoc2)C(C#N)=C(N)O3)c1 (stereo not drawn)
7	-1	17	5	-3	0.4	4	0	5	6	CCOc1cccc(C(=O)NC(=S)Nc2cccnc2)c1
1	12	7	2	6	-0.1	6	0	10	0	CN(C)CCNC(=O)c1ccccc1
0	1	10	1	8	-0.7	-13	-4	-3	-1	COC(=O)C1CC2=C(CC(C)(C)CC2=O)N(c2ccccc2)C1=O (stereo not drawn)
4	-1	4	5	-4	0.9	2	-3	-15	-7	CC(=O)n1nc(-c2cccnc2)nc1NCc1cccs1
4	-3	-10	5	-9	-0.4	9	5	1	1	CN(c1ccc(OCC(=O)Nc2nc(-c3ccccc3)cs2)cc1)S(=O)(=O)c1ccc(F)cc1
4	-4	-3	5	1	-0.3	-1	-1	2	4	Cc1ccc(NC(=S)N(C)N)cc1Cl
-1	0	-18	1	5	-0.1	-6	1	6	-2	NC(=O)C1CCN(C(=O)C(=O)c2cn(CC(=O)N3CCCC3)c3ccccc23)CC1
1	3	7	2	4	0.4	-6	-4	1	-1	CCOc1c(Br)cc(Br)cc1/C=C1\SC(N)=NC1=O
-1	2	1	-1	-4	-0.5	-1	-4	14	0	O=C(Cc1ccccc1)NC(CSSCC(NC(=O)Cc1ccccc1)C(=O)O)C(=O)O (stereo not drawn)
3	-4	10	1	-4	-0.3	-4	-4	-9	4	Cc1ccc(C)c(NC(=S)NC(C)C(c2cccs2)N2CCOCC2)c1 (stereo not drawn)
-1	0	12	3	7	0.4	-1	-1	7	2	CC(C(c1ccc2c(c1)OCO2)c1c(N)n(C)c(=O)n(C)c1=O)[N+](=O)[O-] (stereo not drawn)
-6	-1	6	1	-5	0.1	3	1	8	2	O=C(NNc1cccc(Cl)c1)c1cccnc1Oc1ccccc1
-6	6	14	8	-10	-0.3	6	-1	0	7	O=C(Nc1ccc2c(c1)OCCO2)C1CCN(S(=O)(=O)c2cccs2)CC1
0	1	4	0	0	-0.3	-10	-2	1	4	CCC(C)C(NC(=O)C(C)NC(=O)CNC(=O)CNC(=O)OCc1ccccc1)C(=O)OC (stereo not drawn)
-3	-5	6	3	-6	-0.1	1	-4	14	-4	COc1ccc(-n2c(=O)c3c(C)c(C)sc3n(Cc3cccc(F)c3)c2=O)c(OC)c1
.	2	.	0	-4	0.3	1	2	5	-1	CN(Cc1ccccc1)S(=O)(=O)c1cccc(C(=O)OCc2cccc([N+](=O)[O-])c2)c1
12	0	-4	7	0	0.0	13	-3	3	-3	Cc1ccccc1C(=O)NC(=S)Nc1ccc(Oc2ccc(Cl)cc2)cc1
-4	1	12	-7	-7	0.1	-20	-9	-2	-2	O=C(N/N=C1\CC(c2ccccc2)Oc2ccccc21)c1ccc(O)cc1 (stereo not drawn)
2	-8	-6	-2	-2	0.0	-4	-5	-9	6	Cc1cc(C)n2nc(C(=O)N/N=C/c3ccccc3Cl)nc2n1
-6	0	2	-150	8	7.8	-300	-110	16	3	C=CCN1C(=O)C2(NC(=O)c3ccccc3N2)c2ccccc21 (stereo not drawn)
14	2	-2	-3	-7	-0.2	-5	-5	13	-2	CCn1c(=O)[nH]c(=O)c2c(N)c(C(=O)c3cc(F)ccc3F)sc21
9	2	-8	-1	-2	0.0	-1	-1	1	1	CCN(CC)S(=O)(=O)c1ccc(N2CCOCC2)c(NC(=O)C2CCCC2)c1
-7	2	2	4	-3	0.2	-7	1	6	1	COc1ccccc1N1CCN(CCCCOc2ccc(C)cc2C)CC1
-5	4	5	0	1	0.7	-1	-1	2	-5	Cc1ccc(S(=O)(=O)N(C)C[C@@H]2Oc3ncc(C#CCC(C)C)cc3C(=O)N([C@H](C)CO)C[C@H]2C)cc1
-1	-5	8	-44	-3	-3.5	-16	1	-4	-2	CCN(CC)c1ccc(/C=N/Nc2nc(C)cc(=O)[nH]2)c(O)c1
-1	2	-7	-1	3	-7.8	6	-2	14	0	COc1ccc(-c2nsc3c(SCc4ccccc4)ncnc23)cc1
2	0	-2	2	0	-0.3	1	-3	7	-2	CCN1C[C@@H]2[C@@H]3C(=O)N(Cc4ccccc4)C(=O)[C@@H]3[C@](C)(C1=O)N2C(=O)c1ccc(C)cc1
1	-1	6	1	-5	-0.1	3	0	3	-2	O=C(CN1C(=O)c2ccccc2C1=O)NCc1ccc(C(=O)O)cc1
6	1	16	-1	5	0.2	-5	2	-17	-1	CCC1CCCCN1CCCNC(=O)c1ccc(N2CCCC2=O)cc1 (stereo not drawn)
14	-9	-12	2	0	-0.1	-3	0	17	-2	O=C(c1ccccc1Cl)N1CCN(S(=O)(=O)N2CCCCC2)CC1
10	-1	-3	0	-1	0.2	-2	0	-1	3	CCOC(=O)C1CCN(c2cc(=O)n(-c3ccc(OC)cc3)c(=O)[nH]2)CC1
2	2	-1	-4	6	-0.1	3	-5	-3	-1	CCSCCOC(=O)C1=C(C)N(C)C(=O)NC1c1ccc2c(c1)OCO2 (stereo not drawn)
9	-6	10	5	-5	0.0	-5	-4	-11	-3	Cc1ccc(NC(=O)Cn2cccc2C2=NC(c3ccccc3)CO2)cc1C (stereo not drawn)
-3	8	-4	-2	5	-0.2	-10	-6	9	-5	CNC(=O)COc1ccc(C=O)cc1OC
-12	5	1	0	6	1.1	-6	-3	-1	-2	CCc1nc2ccc(C(=O)NCc3ccc4c(c3)OCO4)cn2c1N(CC)CCOC
8	-4	16	-99	-9	-1.4	-24	-16	4	18*	COc1ccc(C2C(C#N)=C(N)Oc3cc(N)ccc32)cc1 (stereo not drawn)
2	-1	-6	-87	8	22*	-166	-54	1	0	CCS(=O)(=O)Nc1cc(C(=O)OC)ccc1C(=O)OC
12	2	15	3	-8	-0.2	2	1	-4	3	CCOC(=O)c1nc(C)n(-c2ccc(Cl)cc2)n1
-12	4	14	0	7	0.7	0	-2	3	-3	O=c1cc(-c2ccccc2)nc2n1Cc1ccccc1-2
-13	-2	-7	1	0	0.1	2	0	6	1	COc1ccc(C2C(C#N)=C(N)OC3=C2C(=O)CC(C)(C)C3)cc1Cn1cc([N+](=O)[O-])cn1 (stereo not drawn)
-1	-7	3	2	6	0.5	-8	1	-5	5	CCOP(=O)(c1ccccc1)C(O)c1ccccc1 (stereo not drawn)
17	-5	-1	12*	-3	0.1	-10	9.1*	-12	0	O=C(O)CCCN1C(=O)C2C3CCC(C3)C2C1=O (stereo not drawn)
-5	-4	8	6	3	0.2	-2	3	-9	5	FC(F)(F)c1cnc(-c2cnc(-c3cccnc3)nc2)c(Cl)c1
-2	-4	5	-2	14	-0.6	-8	-7	-3	1	CCCCNC(=O)c1ccc(N2CCOCC2)c(NS(=O)(=O)c2ccc(OC)cc2)c1
-2	-4	5	6	-8	-0.3	5	2	-6	-1	O=C1CCCN1CN(C(=O)c1ccc2c(c1)OCO2)c1ccc(F)cc1

Arranged by SMILES length (ascending): three of the compounds above.
ARFGAP1 inh	DDE Tn7 FP inh	ASAP1 inh	PLC-gamma1 inh	Tn6 DDE FP	KLK7 zymogen act	ADAM10 inh	ADAM17 inh	TDP2 absorb	LEDGF integ inh	mol
-12	4	14	0	7	0.7	0	-2	3	-3	O=c1cc(-c2ccccc2)nc2n1Cc1ccccc1-2
-5	-4	8	6	3	0.2	-2	3	-9	5	FC(F)(F)c1cnc(-c2cnc(-c3cccnc3)nc2)c(Cl)c1
-13	-2	-7	1	0	0.1	2	0	6	1	COc1ccc(C2C(C#N)=C(N)OC3=C2C(=O)CC(C)(C)C3)cc1Cn1cc([N+](=O)[O-])cn1 (stereo not drawn)

(continued)
ARFGAP1 inh	DDE Tn7 FP inh	ASAP1 inh	PLC-gamma1 inh	Tn6 DDE FP	KLK7 zymogen act	ADAM10 inh	ADAM17 inh	TDP2 absorb	LEDGF integ inh	mol
13	-5	12	7	-11	-0.8	6	-2	-14	1	CC[C@H](C)C(C(=O)N1CCN(C(=O)OC(C)(C)C)CC1)n1cc(C(Cc2ccc(O)cc2)NC(=O)OC(C)(C)C)nn1 (stereo partly drawn)
-10	-2	-5	6	6	0.4	-6	4	3	10	CCOc1ccc(CN2CCCN(C)CC2)cc1
6	3	1	-2	9	0.1	1	1	9	-1	CCCNc1nc2c(c(=O)[nH]c(=O)n2C)n1CCOc1ccccc1
-10	-3	4	3	-10	-0.1	0	0	-1	3	CCOC(=O)C1(Cc2ccccc2C)CCCN(C(=O)c2ccc(C(C)=O)s2)C1 (stereo not drawn)
3	4	-6	-1	2	-0.7	8	2	4	-5	CC(C)NC(=O)Cn1nnc(-c2ccccc2)c1COc1ccc2ccccc2c1
12	-6	-6	3	5	0.7	1	2	-10	1	C[C@H](CO)N1C[C@H](C)[C@@H](CN(C)C(=O)Nc2ccccc2)Oc2ccc(NC(=O)NC3CCCCC3)cc2C1=O
3	5	2	-5	0	-0.2	2	-3	3	1	COc1cccc(/C=N/NC(=O)C(=O)N2CCCC2)c1OC
-4	3	4	-376	2	15*	i	-200	-11	4	COc1ccc(-c2oc3c4c2C(=O)OCCOC4CCC3)cc1 (stereo not drawn)
15	-2	5	5	0	0.5	-3	1	0	2	COc1ccc(-c2cc(N)n(S(=O)(=O)c3ccc(F)cc3)n2)cc1OC
-6	0	6	1	-1	0.4	-7	-3	-1	2	O=C(CSc1ccc(Br)cc1)NCC1CCCO1 (stereo not drawn)
-1	0	12	1	-4	0.6	-12	1	-7	-4	CCOC(=O)c1nn(-c2ccc(Cl)cc2)c2nnc(Cc3ccc(C)cc3)c(=O)n12
-7	7	-17	1	-2	0.9	4	-5	7	1	CCOC(=O)c1cc(-c2ccccc2)sc1NC(=O)C(C)N1C(=O)c2ccccc2C1=O (stereo not drawn)
6	-1	12	1	-5	-0.5	-2	-1	-5	3	CCOc1ccc(CCN2C(=O)C(=O)N([C@@H](CC(C)C)CN3CCC[C@@H]3CN3C(=O)C(=O)NC[C@@H]3CC(C)C)C[C@@H]2Cc2ccccc2)cc1

Assay outcomes deposited in PubChem by The Scripps Research Institute Molecular Screening Center.
